Myeloid diff 2: myeloid differentiation induction; ER-HoxA9 myeloid progenitors, lysozyme-GFP differentiation, flow cytometry; calls only at 10 µM; 360,000 compounds, 1% hits; AID 624256;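 active = normalized GFP-positive differentiation at or above the plate's own cutoff, the solvent-only control mean plus 3 SD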;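 note: cells exposed to compound for four days before flow analysis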
Insulin prom up: MIN6 insulin promoter up-regulation; z-score at 5 µM; MIN6 insulin promoter-GFP reporter, high-content imaging; active compounds read high; 190,000 compounds, 0.3% hits;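 active = z-score above 3 at 5 µM with at least 500 cells counted in the well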
b-catenin transl: beta-catenin nuclear translocation modulation | HeLa beta-catenin nuclear translocation, immunofluorescence imaging | AID 1665 | 190,000 compounds, 0.3% hits | nuclear translocation activity, % at 5 µM;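 active = nuclear translocation activity above 50% at 5 µM, with a well cell count of 50 or more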;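 note: per-cell ratio of nuclear to cytoplasmic median beta-catenin stain intensity; plate controls were DMSO negative control for no effect and GSK-3 inhibitor IX positive control for full effect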
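System: HeLa cells, endogenous beta-catenin; compound dosing: 5 µM primary single dose, 0.1% DMSO, 0.02–20 µM confirmation series; incubation: 24 h compound exposure at 37°C, 5% CO2; signal: beta-catenin immunofluorescence imaging with DAPI; evaluation: % activation, nuclear-to-cytoplasmic median beta-catenin signal ratio per cell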
Dynein transport: dynein cargo transport inhibition. 3617.4 mouse cells, GR-EGFP nuclear translocation imaging; test concentration mostly 20 µM; stimulated with dexamethasone, 1 µM; active compounds read low. 220,000 compounds, 0.47% hits. AID 1381. z-score, hits read low;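 active = plate z-score of nuclear minus cytoplasmic receptor signal below a set negative limit, without overly bright fluorescence or cell loss, cut at about -3.5 in these data, passing the limit was not always enough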;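 note: z-score of nuclear minus cytoplasmic ring GR-EGFP intensity difference per well; some compounds called inactive have numbers as strong as hits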
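Also added: dexamethasone, 1.0 µM final. Medium: tet-free, stripped-serum medium. Detection: fixed, Hoechst-stained cells imaged at 10x for EGFP. Read-out: nuclear-to-cytoplasmic GR-EGFP distribution per well. Times: induction 48 h, compound 1 h, agonist 30 min.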
TNAP activators: stimulation of alkaline phosphatase TNAP activity – biochemical, luminescent, no phosphate acceptor, uHTS, primary screen (AID 1001); purified TNAP, luminescent activation assay, no phosphate acceptor; higher activation fold means a stronger effect; 200,000 compounds, 0.03% hits; one-dose activation fold at 20 µM; EC50 in µM for titrated hits; in the data active = activation fold from about 3, or a potency from the dose series; inactive = the rest, 99 in 100 with activation fold below about 1.6; note: many of its hits are not listed in these tables
MT stabilizer: microtubule stabilizers in HeLa cells; HeLa tubulin immunostaining HCS, 24 h; share of cells brighter than vehicle mean+2SD; 200,000 compounds, 0.83% hits; % tubulin-high responders, % at 10 µM;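 active = plate Z-score above 3 for both tubulin-high and condensed-nucleus cell shares, with cell loss under 80%, at 10 µM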;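 note: anti alpha tubulin signal scored within the nucleus-defined area of each cell; some results filed as inactive read as strong as hits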
T cell modulator: T cell immune modulation candidate. 2C CD8+ T cell-vesicle binding, flow cytometry; active compounds read low. calls only at 7 µM. AID 2052. 330,000 compounds, 0.068% hits;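 active = response, share of CD8 T cells binding vesicles, and their 90th percentile fluorescence all below set limits, cut at about 80% in these data, passing the limit was not always enough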
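incubation = binding step 1.5 h, 37 °C, antibody labelling 20 min, ice | test system = 2C mouse CD8+ T cells | read-out basis = percent CD8+ FL2 mean versus row control | controls = Peptide-free naked vesicles (low) and QL9 vesicles with 0.7% DMSO vehicle (high) | detection = flow cytometry of vesicle-bound cells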
PMI inhibitors: MPI enzyme activity inhibition – biochemical, fluorescence intensity, coupled assay, primary screen (AID 1209) | purified PMI enzyme, coupled fluorescence intensity; higher % means a stronger effect | one-dose inhibition, % at 20 µM; IC50 in µM for titrated hits | 190,000 compounds, 0.42% hits; in the data active = inhibition above about 50%;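 note: plate controls were DMSO vehicle for no effect and wells lacking substrate for full effect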
Lipid droplet: modulators of hepatic lipid droplet formation | AML12 mouse hepatocytes, oleate lipid droplets, BODIPY imaging | inhibition, % at 6.5 µM | 240,000 compounds, 0.4% hits;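 active = lipid droplet intensity inhibited by at least 50%, with more than 500 cells counted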
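Test system: AML12 mouse liver cells; schedule: overnight exposure; technique: high-content imaging of BODIPY-stained droplets and DAPI nuclei; read-out: % inhibition of corrected integrated BODIPY droplet signal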
Dynein transport cytoplasmic EGFP: further read-out of Dynein transport, marked with its call; z-score; measured here: cytoplasmic GR-EGFP intensity; active compounds read high
Dynein transport nuclear GR-EGFP: recorded beside Dynein transport, whose call it bears; z-score; measured here: nuclear GR-EGFP intensity;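 lower value marks the stronger effect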
Dynein transport cell count: also measured in Dynein transport; calls as there; z-score; measured here: cell count per field
Insulin prom up cell count: second read-out of Insulin prom up, no call of its own (marks repeat the call); cell count; measured here: cytotoxicity, nuclei count;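 total cells summed across four imaged fields per well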
Lipid droplet cells 6.5 µM: also measured in Lipid droplet; calls as there; cell count; measured here: cell count, cytotoxicity flag;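 cells counted across two imaged fields per well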
b-catenin transl cell count 5 µM: recorded beside b-catenin transl, whose call it bears; cell count; measured here: cell count, cytotoxicity flag
T cell modulator vesicle-bound %: further read-out of T cell modulator, marked with its call; double positive events, %; measured here: CD8+ vesicle-bound cell fraction;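 binding gate set so that unloaded-vesicle control wells show 10% double positive cells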
MT stabilizer Hoechst-high %: further read-out of MT stabilizer, marked with its call; % Hoechst-high responders; measured here: nuclear condensation Hoechst responders;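 share of cells brighter than vehicle mean plus two SD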
MT stabilizer cytotoxicity %: further read-out of MT stabilizer, marked with its call; toxicity, %; measured here: cytotoxicity by cell density;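 0% = mean cell density of plate MIN control wells and 100% = no cells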
Myeloid diff 2 GFP+ MAC1+ %: recorded beside Myeloid diff 2, whose call it bears; GFP+ MAC1+ double positive, %; measured here: differentiation confirmed by MAC1 staining
An asterisk follows results filed as active; i = inactive; . = not tested or not shown.

mol	Myeloid diff 2	Myeloid diff 2 GFP+ MAC1+ %	Insulin prom up	Insulin prom up cell count	b-catenin transl	b-catenin transl cell count 5 µM	Dynein transport	Dynein transport cytoplasmic EGFP	Dynein transport nuclear GR-EGFP	Dynein transport cell count	TNAP activators	MT stabilizer	MT stabilizer Hoechst-high %	MT stabilizer cytotoxicity %	T cell modulator	T cell modulator vesicle-bound %	PMI inhibitors	Lipid droplet	Lipid droplet cells 6.5 µM
Cc1cccc(OCC(=O)Nc2ccc(S(=O)(=O)N3CCN(C)CC3)cc2)c1	i	1.1	.	.	0.4	1200	0.272	-0.122	0.096	-0.566	1.1	3.1	1.6	3.9	i	38.9	0.5%	-12.8	687
COCCN1Cc2c(sc(C)c2C)N(C(=O)c2ccccc2)C1	i	0.6	-0.24	1248	2.3	1321	-0.588	-0.174	0.00914	0.444	1.1	1.8	2.1	1.9	i	56.9	9.2%	.	.
CCCn1c(C)cs/c1=N\C(=S)Nc1ccccc1	i	1.1	-0.36	987	-1.6	1036	-0.509	-0.236	-0.313	1.3	1.1	2.9	1.2	6.5	i	32.6	-11.4%	-0.5	723
Cn1c(=O)c2[nH]c(N3CCCCC3)nc2n(C)c1=O	i	0.9	-1.58	1463	1.1	1298	0.58	-0.293	0.0455	0.856	.	.	.	.	i	46.4	.	25.1	842
Cc1ccc(NC(=O)c2c(F)cccc2Cl)cc1NS(C)(=O)=O	i	0.2	.	.	-1.0	1387	0.106	-0.245	0.139	0.12	.	.	.	.	i	44.5	.	-4.9	731
CSc1nc2sc3c(c2c(=O)[nH]1)CCCC3	i	0.6	1.1	1305	-0.6	896	-0.138	-0.332	0.361	0.177	1.1	3.6	1.6	0.4	i	45.3	11.0%	.	.
COc1ccccc1NC(=O)C1=C(C)NC(=O)NC1c1ccccc1F (stereo not drawn)	i	2.4	0.85	1907	-1.4	1088	0.2	-0.0768	0.239	0.15	1.1	4.4	2.7	12.9	i	49.1	11.6%	-6.2	644
Cc1ccc(C(=O)Nc2ccc(N3CCCC3)cc2)cc1	i	0.1	0.2	1252	-1.7	1148	-0.561	-0.2	0.0686	0.693	1	5.5	2.1	8.4	i	38.6	9.4%	-1.6	662
CCOc1ccc(CCNC(=O)COC(=O)c2nc3nc(C)cc(C)n3n2)cc1OCC	i	0.4	0.19	1330	-0.1	965	0.597	-0.199	0.372	-0.0409	1.1	3.5	1.4	6.1	i	7.5	-0.8%	-13.2	666
CC(C)(C#N)C(C)(C)c1nn[nH]n1	i	8.2	0.91	1303	3.6	1085	2.79	-0.161	1.29	-1.79	1	2.7	3.0	3.2	i	31.1	-4.0%	.	.
CCCC(c1nnnn1C(C)(C)C)N1CCN(c2ccccc2)CC1 (stereo not drawn)	i	0.0	0.3	1705	0.4	892	-0.915	-0.254	-0.258	0.72	1.1	1.0	1.0	2.6	i	51.5	4.8%	8.3	756
O=S(=O)(c1ccc(NC(=S)NC2CC2)cc1)N1CCOCC1	.	.	1.44	1492	-1.7	969	-0.497	-0.286	-0.0147	0.212	1	3.9	1.0	3.2	i	18.1	15.3%	5.2	721
CN1CCN(c2ncc(CN3C(=O)c4ccccc4C3=O)s2)CC1	i	0.2	-0.33	1363	-0.1	1028	0.0127	-0.323	0.273	0.0896	1.1	5.3	3.1	7.8	i	33.9	-2.6%	.	.
CCOc1ccc(CCNC(=O)C2CCN(c3nnc(-n4cccc4)s3)CC2)cc1	i	1.7	0.29	694	.	.	-0.655	-0.111	-0.32	0.542	1.2	5.1	2.5	7.2	i	45.3	-11.8%	.	.
C(=N\N1CCN(c2ccccn2)CC1)/c1ccccn1	i	0.1	-0.39	1419	-0.8	1059	-1.01	-0.263	-0.888	1.56	.	.	.	.	i	29.7	.	6.6	734
Cc1ccc(-c2ccc(/C=N/NC(=O)c3ccccc3O)o2)cc1	.	.	-0.61	1254	-1.3	1215	0.377	-0.286	0.125	-0.239	.	.	.	.	i	20.5	.	0.1	761
CCn1c(SCC(=O)N2CCOCC2)nc(O)cc1=O	i	1.8	-0.79	891	.	.	1.01	-0.0837	0.91	-0.702	1.2	6.9	2.5	9.3	i	34.9	-1.6%	.	.
Nc1nc(CCl)nc(N(c2ccccc2)c2ccccc2)n1	i	0.0	0.25	1068	0.2	1253	-0.377	-0.18	-0.194	-0.562	.	.	.	.	i	54.7	.	1.3	728
O=C(Nc1cc(C(F)(F)F)ccc1-n1cncn1)c1ccc(Cl)cc1	i	0.8	-0.87	875	-1.4	1200	1.27	-0.24	0.701	0.275	1	1.5	1.1	4.9	i	16.1	9.4%	6.2	770
Cc1ccc(/C([O-])=C(/C(=S)NCCN2CCOCC2)[n+]2ccccc2)cc1[N+](=O)[O-]	i	1.3	-0.62	1517	-1.6	1027	-0.668	-0.266	0.232	0.951	1.7	4.4	2.2	8.3	i	37.8	18.0%	1.7	687
O=C(Cc1ccccc1)NCC(=O)OCC(=O)c1ccc(Cl)c([N+](=O)[O-])c1	i	0.5	-0.03	1477	-1.8	1168	1.46	0.0468	1.08	-1.46	1.1	1.1	2.4	8.1	i	37.7	2.8%	-7.0	770
Cc1ccc(C)c(NC(=O)CSc2n[nH]c(-c3ccncc3)n2)c1	i	1.1	1.17	1339	1.2	1094	-0.754	-0.197	-0.923	0.488	1	3.4	1.4	0.4	i	28.3	6.7%	-2.2	597
Cc1ccc(CN(CC(=O)N/N=C/c2ccccc2[N+](=O)[O-])S(=O)(=O)c2ccc(C)cc2)cc1	i	0.7	0.03	769	-1.1	1157	-0.787	-0.0635	-0.17	0.574	1	2.6	1.6	6.7	i	61.0	9.4%	0.8	734
CN(C)S(=O)(=O)c1cccc(NC(=O)COC(=O)c2c[nH]c(=O)[nH]c2=O)c1	i	0.0	0.02	1713	-1.2	1028	-1.23	-0.157	-0.756	0.197	1.3	1.6	1.3	2.4	i	38.9	2.6%	20.4	662
O=C(O)CCCn1cc(NC(=O)c2c(F)cccc2F)cn1	i	0.2	-0.06	1584	-1.1	979	0.344	-0.237	0.154	-0.17	1.1	2.1	1.6	6.9	i	31.6	8.4%	-6.1	668
O=C(Nc1cc(Cl)ccc1Oc1ccccc1)c1ccccc1F	i	0.1	1.27	1436	-0.1	1029	0.458	-0.209	0.15	-0.196	1	1.9	4.3	12.2	i	52.7	12.8%	5.2	622
Clc1ccc(Nc2nc3ccccc3n3nnnc23)cc1	i	2.0	-0.96	1005	3.2	1201	0.0241	-0.207	0.637	1.15	1.1	2.0	1.1	7.1	i	6.1	0.2%	-3.3	795
Cc1ccccc1NC(=O)C1c2ccccc2Oc2ccccc21	i	0.3	-0.32	1477	-3.5	1099	-0.173	-0.177	0.319	0.503	0.8	8.5	2.2	6.5	i	63.5	-3.5%	-17.7	678
Cc1cc(NC(=O)CCC(=O)N(CCc2ccccc2)C(C(=O)NC2CCCC2)c2ccco2)no1 (stereo not drawn)	i	0.6	-0.48	1327	.	.	0.32	-0.231	0.426	-0.294	1.1	2.0	1.8	4.9	i	29.1	17.0%	10.6	641
Oc1[nH]c2ccccc2c1/C=N/N1CCCCC1	i	0.6	0.1	1570	-1.6	1314	0.123	-0.201	0.61	-0.624	1.1	2.7	1.7	3.6	i	2.4	15.5%	.	.

Shown as labelled records: part of the list above
Clc1ccc(Nc2nc3ccccc3n3nnnc23)cc1
- Myeloid diff 2 = i
- Myeloid diff 2 GFP+ MAC1+ % = 2.0
- Insulin prom up = -0.96
- Insulin prom up cell count = 1005
- b-catenin transl = 3.2
- b-catenin transl cell count 5 µM = 1201
- Dynein transport = 0.0241
- Dynein transport cytoplasmic EGFP = -0.207
- Dynein transport nuclear GR-EGFP = 0.637
- Dynein transport cell count = 1.15
- TNAP activators = 1.1
- MT stabilizer = 2.0
- MT stabilizer Hoechst-high % = 1.1
- MT stabilizer cytotoxicity % = 7.1
- T cell modulator = i
- T cell modulator vesicle-bound % = 6.1
- PMI inhibitors = 0.2%
- Lipid droplet = -3.3
- Lipid droplet cells 6.5 µM = 795

O=C(O)CCCn1cc(NC(=O)c2c(F)cccc2F)cn1
- Myeloid diff 2 = i
- Myeloid diff 2 GFP+ MAC1+ % = 0.2
- Insulin prom up = -0.06
- Insulin prom up cell count = 1584
- b-catenin transl = -1.1
- b-catenin transl cell count 5 µM = 979
- Dynein transport = 0.344
- Dynein transport cytoplasmic EGFP = -0.237
- Dynein transport nuclear GR-EGFP = 0.154
- Dynein transport cell count = -0.17
- TNAP activators = 1.1
- MT stabilizer = 2.1
- MT stabilizer Hoechst-high % = 1.6
- MT stabilizer cytotoxicity % = 6.9
- T cell modulator = i
- T cell modulator vesicle-bound % = 31.6
- PMI inhibitors = 8.4%
- Lipid droplet = -6.1
- Lipid droplet cells 6.5 µM = 668

This is a random part of the collection; about 3% have a hit in one of these screens.
